Mcl-1 Bim block – disrupts Bim peptide binding to human Mcl-1 | 190,000 compounds, 0.1% hits | inhibition, % at 10 µM | Bead-based flow cytometry, Bim peptide-Mcl-1 binding | Q07820; in the data active means inhibition above about 40%;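 further: 0% = no compound tracer wells and 100% = peptide blocker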
Target sequence (Q07820 whole entry, looked up): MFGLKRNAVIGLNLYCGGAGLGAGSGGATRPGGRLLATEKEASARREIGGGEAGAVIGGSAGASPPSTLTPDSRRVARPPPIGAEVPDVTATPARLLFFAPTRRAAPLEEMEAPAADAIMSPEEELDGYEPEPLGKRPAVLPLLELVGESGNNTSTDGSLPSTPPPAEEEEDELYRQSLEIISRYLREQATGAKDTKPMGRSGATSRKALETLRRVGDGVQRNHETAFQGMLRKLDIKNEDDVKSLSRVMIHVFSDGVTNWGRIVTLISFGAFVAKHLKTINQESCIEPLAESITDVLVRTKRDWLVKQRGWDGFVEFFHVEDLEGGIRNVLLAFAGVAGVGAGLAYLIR
Rac1 mut GTP – human Rac1 activated mutant GTP binding change; P63000; GST-Rac1 activated beads, fluorescent GTP binding, flow cytometry; actives lie on both sides; 100% means binding = to untreated wells; 190,000 compounds, 0.11% hits; percent activity (GTP binding), % at 10 µM;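 active means GTP binding at least 20 percentage points away from the 100% baseline, in either direction, so actives lie on both sides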
Rab2A wt mod – changes GTP binding to wildtype dog Rab2A, up or down; GTP binding activity, % at 10 µM; GST-Rab2 wt beads, Bodipy-GTP binding, flow cytometry; 190,000 compounds, 0.19% hits;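 active means GTP binding activity at least 20 points away from 100%, either lowered or raised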;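 further: 0% = beads with excess unlabeled GTP and 100% = no-compound control corrected for plate trend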
Mcl1-Bid inh – Mcl-1/Bid interaction inhibition | Q07820 | 220,000 compounds, 0.97% hits | TR-FRET Mcl-1/Bid-Dy647 peptide binding, 1536-well | inhibition, % at 21.7 µM;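 active means compounds that cut the binding signal by more than half at the single screening dose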;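 further: His-tagged Mcl-1 with europium anti-His antibody binding Bid BH3 peptide; 0% = Mcl-1 plus peptide wells and 100% = peptide-only wells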
Rac1 wt modul – human Rac1 wildtype GTP binding, inhibitors and activators; P63000; GST-Rac1 beads, fluorescent GTP binding, flow cytometry; actives lie on both sides; 0 = cold GTP competed, 100 = untreated; GTP binding activity (% of control), % at 10 µM; 190,000 compounds, 0.27% hits;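 active means GTP binding activity at least 20 points away from the 100% control level, either lower or higher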
Rab7 wt modul – modulators of GTP binding to dog Rab7 wildtype GTPase; GST-Rab7 beads, fluorescent GTP binding, flow cytometry; actives lie on both sides; untreated = 100%, excess cold GTP = 0%; 190,000 compounds, 0.055% hits; GTP binding activity (percent of control), % at 10 µM; AID 758;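 active means fluorescent GTP binding to Rab7 beads changed by at least 20 points from the 100% baseline, either direction, mostly lower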;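 further: median green fluorescence of bound Bodipy-FL-GTP per Rab7 bead population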
Cdc42 wt GTP – human Cdc42 wildtype GTP binding change, either direction; P60953; GST-Cdc42 beads, Bodipy-GTP binding, flow cytometry; actives lie on both sides; percent activity (GTP binding), % at 10 µM; 190,000 compounds, 0.2% hits; AID 761;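 active means percent activity GTP binding at least 20 points away from the 100% baseline, either down as inhibitor or up as activator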;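 further: median bead fluorescence of bound Bodipy-FL-GTP at 100 nM; 0% = excess unlabeled GTP control and 100% = no compound control; below 100% means less GTP binding so inhibitor and above means activator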
Target sequence (P60953 whole entry, looked up): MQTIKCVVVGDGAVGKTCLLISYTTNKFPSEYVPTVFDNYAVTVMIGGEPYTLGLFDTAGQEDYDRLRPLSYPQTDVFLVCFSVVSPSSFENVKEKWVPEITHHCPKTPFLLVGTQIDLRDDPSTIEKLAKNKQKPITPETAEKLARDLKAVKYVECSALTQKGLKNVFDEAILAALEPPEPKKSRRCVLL
Pf gamet viab – kills late stage P. falciparum gametocytes. P. falciparum stage V gametocytes, ATP luminescence, 24 h. inhibition, % at 10.9 µM. 150,000 compounds, 0.065% hits. AID 743093;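 active means inhibition above the mean plus 3 SD of compounds within the control limits, set per campaign, cut at about 38% in these data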;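 further: 0% = DMSO wells and 100% = medium only without gametocytes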
Mcl1-Noxa inh – Mcl-1/Noxa interaction inhibition. Q07820. TR-FRET Mcl-1/Noxa peptide binding, 2 h. inhibition, % at 21.7 µM. 220,000 compounds, 1.5% hits;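 active means compounds that cut the protein-peptide binding signal by more than 50% relative to plate controls in a single-dose test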;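 further: His-tagged Mcl-1 with rhodamine Noxa BH3 peptide and terbium anti-His antibody; 0% = Mcl-1 plus Noxa peptide wells and 100% = peptide-only wells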
HRas wt GTP – human HRas wildtype GTP binding, change in either direction; P01112; GST-Ras wt beads, Bodipy-FL-GTP binding, flow cytometry; actives lie on both sides; GTP binding activity, % at 10 µM; 190,000 compounds, 0.14% hits;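 active means GTP binding activity at least 20% away from the 100% baseline, either lowered as inhibitor or raised as activator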;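 further: 0% = unlabeled GTP competition control and 100% = no-compound control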
Target sequence (P01112 whole entry, looked up): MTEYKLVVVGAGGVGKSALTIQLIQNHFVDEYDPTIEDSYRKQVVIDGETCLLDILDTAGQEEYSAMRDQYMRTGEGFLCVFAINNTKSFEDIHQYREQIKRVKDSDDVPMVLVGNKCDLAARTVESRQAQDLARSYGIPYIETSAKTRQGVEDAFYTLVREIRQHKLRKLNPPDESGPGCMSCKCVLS
Avidin bead fluor – compound fluoresces at 488/530 nm on avidin beads | compound fluorescence 488/530 nm, flow cytometry; hits give high values | fluorescence (KMESF) at 10 µM | 220,000 compounds, 0.38% hits; in the data active means fluorescence above about 47; further: inactives centre near 10
An asterisk follows results filed as active; nt = no result given.

SMILES | Mcl-1 Bim block | Rac1 mut GTP | Rab2A wt mod | Mcl1-Bid inh | Rac1 wt modul | Rab7 wt modul | Cdc42 wt GTP | Pf gamet viab | Mcl1-Noxa inh | HRas wt GTP | Avidin bead fluor
Cn1nccc1/C=C(/C#N)S(=O)(=O)c1ccccc1 | -1 | 99 | 99 | -18 | 99 | 97 | 98 | nt | nt | 98 | 10
CCCCOC(=O)Nc1ccc(S(=O)(=O)Nn2cnnc2)cc1 | -4 | 94 | 94 | -2 | 89 | 92 | 94 | -19 | nt | 92 | 11
CCc1cc2cccc(C)c2nc1SCC(=O)N1CCN(C(=O)c2ccco2)CC1 | 5 | 100 | 99 | 6 | 104 | 98 | 101 | -22 | -6 | 101 | 7
CCN1CC(CN(C)Cc2nc(-c3ccco3)oc2C)CC1=O (configuration not stated) | 1 | 99 | 95 | -37 | 103 | 100 | 99 | 19 | -10 | 98 | 12
Cc1nc(NC(=S)NC(=O)c2cccs2)ccc1Br | -4 | 100 | 100 | -19 | 100 | 104 | 100 | -11 | 17 | 100 | 7
O=C1c2ccccc2C(=O)N1CCCCON1C(=O)c2ccccc2C1=O | -3 | 102 | 99 | -11 | 101 | 98 | 101 | nt | 13 | 102 | 15
CCn1c(=O)n(CC(=O)Nc2ccc(F)cc2)c(=O)c2ccccc21 | -4 | 102 | 101 | 0 | 103 | 107 | 104 | -7 | -1 | 103 | 14
CCOC(=O)c1ccc(Oc2c(C)oc3cc(OS(C)(=O)=O)ccc3c2=O)cc1 | -20 | 102 | 102 | -38 | 101 | 98 | 100 | -33 | -28 | 101 | 6
COc1cc(OC)c(NC(=O)c2ccc(Br)o2)cc1Cl | 0 | 98 | 89 | -13 | 100 | 88 | 95 | nt | 8 | 94 | 3
COc1c(OC)c(O)c2c(=O)c(O)c(-c3ccccc3)oc2c1OC | -6 | 88 | 93 | -25 | 90 | 100 | 89 | nt | -59 | 91 | 6
O=C1c2cccnc2C(=O)N1Cc1ccc(F)cc1 | -3 | 102 | 100 | -1 | 107 | 98 | 104 | 11 | -5 | 101 | 14
COc1cccc(C(C#N)N2N=C(C)CC2(C)C)c1O (configuration not stated) | -3 | 95 | 95 | -20 | 97 | 94 | 98 | nt | 17 | 96 | 30
O=S(=O)(c1ccccc1)N(Cc1ccccc1)c1ccccn1 | 0 | 104 | 105 | -6 | 108 | 106 | 107 | nt | 3 | 106 | 11
Cn1c(=O)c2c(SCc3ccccn3)nc(CC(C)(C)C)nc2n(C)c1=O | 1 | 97 | 104 | -13 | 104 | 101 | 104 | nt | -9 | 101 | 6
CCS(=O)(=O)C(=C1Nc2ccccc2N1)S(=O)(=O)CC | -5 | 98 | 99 | 4 | 102 | 101 | 99 | 7 | 5 | 101 | 22
COC(=O)c1ccc(/C=N/NC(=O)c2ccccc2Cl)cc1 | -1 | 97 | 98 | 0 | 98 | 94 | 99 | nt | 16 | 96 | 4
CCOC(=O)c1sc2ncn(/N=C/c3ccc(O)cc3)c(=O)c2c1C | -1 | 94 | 98 | -8 | 98 | 100 | 95 | -9 | 8 | 97 | 10
Cn1cnnc1Sc1ccc(C(F)(F)F)cc1[N+](=O)[O-] | -4 | 95 | 101 | -9 | 101 | 110 | 99 | 6 | -1 | 98 | 10
CCOC(=O)N1CCN(C(=O)COc2ccc(Cl)c(C)c2)CC1 | 0 | 100 | 102 | -4 | 102 | 105 | 100 | -10 | -3 | 101 | 15
Cc1sc2ncnc(NCc3cccnc3)c2c1C | 0 | 97 | 101 | -7 | 97 | 102 | 100 | nt | 9 | 99 | 22
Cc1ccccc1Cn1nc(C)c(NC(=O)C(F)(F)F)c1C | -4 | 101 | 97 | -48 | 103 | 100 | 100 | -11 | 9 | 99 | 4
COC(=O)[C@@H]1CC[C@H](C)[C@@H](c2ccc(C)cc2)N1C(=O)c1ccc(/C=N/OCC[C@@H]2C=C[C@H](OC(C)=O)[C@@H](COC(C)=O)O2)cc1 | -5 | 97 | 98 | -7 | 99 | 97 | 100 | nt | -17 | 97 | 6
Cc1nn(CC(=O)N2CCCc3ccccc32)c(C)c1[N+](=O)[O-] | 1 | 98 | 98 | -22 | 100 | 97 | 101 | nt | 11 | 96 | 11
CCOC(=O)c1ccc(/C=C2/C=C(c3ccccc3)N(c3ccc(Cl)c(C(=O)O)c3)C2=O)cc1 | -1 | 89 | 89 | -77 | 89 | 98 | 87 | nt | 29 | 89 | 8
O=C(COc1cccnc1[N+](=O)[O-])Nc1ccccc1Sc1ccccc1 | -7 | 102 | 102 | -18 | 105 | 100 | 102 | 14 | 4 | 102 | 11
COCCN(CC(=O)Nc1ccc(F)cc1)S(=O)(=O)c1ccc(S(=O)(=O)N2CCCC2)cc1 | -4 | 98 | 100 | -23 | 104 | 97 | 103 | nt | -18 | 99 | 13
C/C(CC(=O)Nc1ccc2c(c1)OCCO2)=N\NC(=O)C(=O)Nc1ccccc1C | 0 | 96 | 100 | -21 | 103 | 106 | 94 | 17 | 20 | 97 | 12
Cc1cc(C)c2c(N)c(C(=O)Nc3ncc(C)s3)sc2n1 | -2 | 101 | 102 | -23 | 111 | 100 | 100 | nt | 41 | 100 | 7
COc1ccc2c(c1)O[C@@H](c1ccc3c(c1)OCO3)[C@H](OC(=O)Nc1cc(OC)c(OC)c(OC)c1)C2=O | 0 | 102 | 102 | -5 | 104 | 103 | 103 | nt | 9 | 104 | 11
Cc1ccccc1CSCC(=O)c1c(N)n(CC(C)C)c(=O)n(C)c1=O | 3 | 99 | 99 | -3 | 104 | 99 | 100 | -6 | 2 | 100 | 7
CCc1ccc(Cc2cnc(NC(=O)C3=NCCN3)s2)cc1 | 0 | 94 | 98 | -66 | 96 | 101 | 92 | 10 | -61 | 95 | 8
COc1cccc2c(=O)n(CC(=O)N3CCCCC3)ccc12 | -4 | 99 | 99 | -17 | 104 | 94 | 102 | nt | -4 | 100 | 5
COc1ccc(/C=C2\SC(=N)N(c3nccs3)C2=O)cc1OC | 9 | 88 | 86 | -70 | 86 | 90 | 86 | 23 | 5 | 87 | 13
COc1ccc(N=Nc2nc3ccc(Br)cc3n2C)cc1 | 0 | 91 | 93 | -3 | 95 | 95 | 95 | nt | 20 | 95 | 38
Cc1cc(NN)nc(NS(=O)(=O)c2ccccc2Cl)n1 | -4 | 94 | 99 | -19 | 100 | 105 | 97 | 5 | 12 | 98 | 11
CC(C)OC(=O)c1cccc(C(=O)OCc2ccco2)n1 | -3 | 100 | 98 | -15 | 101 | 101 | 102 | nt | 14 | 99 | 25
CSc1ncc(Cl)c(C(=O)Nc2ccc(S(=O)(=O)N3CCOCC3)cc2)n1 | 0 | 98 | 100 | -5 | 101 | 100 | 103 | 5 | 0 | 102 | 8
O=C(N/N=C/c1ccc2c(c1)OCO2)c1sc2cccc(Cl)c2c1Cl | -4 | 90 | 92 | -8 | 95 | 94 | 96 | -6 | -20 | 93 | 8
Cc1ccc(S(=O)(=O)N2CCN(C(=O)CCC(=O)NCCc3ccc(F)cc3)CC2)cc1 | 0 | 100 | 95 | -25 | 98 | 91 | 99 | 35 | 10 | 94 | 12
COc1ccc2[nH]c3c(=O)n(CCCCC(=O)N4CCC(C(N)=O)CC4)c(=S)[nH]c3c2c1 | -2 | 96 | 94 | -30 | 99 | 96 | 96 | nt | 24 | 94 | 34
O=C(CCc1nc2ccccc2s1)Nc1ccccc1 | -2 | 99 | 99 | -4 | 103 | 97 | 99 | -17 | 4 | 99 | 12
Cn1cnnc1SCC(=O)N1N=C2/C(=C/c3ccco3)CCCC2C1c1ccco1 (configuration not stated) | -2 | 99 | 100 | -23 | 101 | 99 | 101 | nt | 15 | 101 | 13
CC(=O)Oc1ccccc1N(C(C)=O)S(=O)(=O)c1ccc(C)cc1 | -3 | 93 | 92 | -10 | 94 | 94 | 90 | -7 | -10 | 93 | 18
CC(NC(=S)Nc1ccc(S(=O)(=O)N2CCOCC2)cc1)C1CC2CCC1C2 (configuration not stated) | -1 | 97 | 96 | -43 | 105 | 100 | 100 | -6 | 4 | 96 | 1
COc1ccc(S(=O)(=O)N2CCCCCC2)cc1N(C)S(=O)(=O)c1ccccc1 | -6 | 99 | 98 | -4 | 102 | 98 | 101 | 3 | 4 | 99 | 6
O=c1c(C/C=C/c2ccccc2)c(O)nc2n1CCCS2 | 0 | 102 | 99 | -98 | 105 | 98 | 104 | -1 | 14 | 101 | 15
CCOC(=O)COc1cccc2c(=O)n(CC(=O)N3CCN(C(=O)OCC)CC3)ccc12 | 1 | 99 | 99 | 9 | 102 | 104 | 102 | nt | 23 | 99 | 5
CCOc1ccccc1C(=O)NC(C(=O)Nc1ccccc1N1CCOCC1)C(C)C (configuration not stated) | -1 | 98 | 99 | -7 | 105 | 99 | 101 | nt | 7 | 99 | 27
CC(=O)Nc1ccc(S(=O)(=O)NCCSCc2ccccc2Cl)cc1 | -1 | 99 | 103 | -20 | 100 | 94 | 99 | 21 | -6 | 101 | 7
COc1cc(/C=C2/CCC/C(=C\c3cc(O)c(OC)c(Cl)c3)C2=O)cc(Cl)c1O | -2 | 97 | 96 | 19 | 103 | 99 | 97 | nt | 44 | 96 | 9

Next section.
SMILES | Mcl-1 Bim block | Rac1 mut GTP | Rab2A wt mod | Mcl1-Bid inh | Rac1 wt modul | Rab7 wt modul | Cdc42 wt GTP | Pf gamet viab | Mcl1-Noxa inh | HRas wt GTP | Avidin bead fluor
COc1ccc(NC(=S)N(CCCN2CCOCC2)Cc2cn(C)c3ccccc23)cc1 | -4 | 100 | 101 | 10 | 105 | 99 | 103 | -18 | 19 | 101 | 12
COc1ccc(NCc2nnc(SCC(=O)Nc3ccc(OC)cc3)n2C)cc1 | -2 | 93 | 96 | -78 | 95 | 102 | 92 | -8 | 13 | 97 | 9
CCOC(=O)C(C(=O)OCC)C1N=C(N)N=C2Oc3ccccc3N21 (configuration not stated) | 6 | 98 | 98 | -41 | 102 | 100 | 101 | nt | -32 | 100 | 5
CCOC(=O)c1c(NC(=O)/C=C/c2ccc3c(c2)OCO3)sc(C)c1C | 0 | 101 | 103 | -24 | 102 | 100 | 103 | nt | 6 | 104 | 6
CN(Cc1ccncc1)C1CC(=O)N(c2ccc(F)cc2)C1=O (configuration not stated) | 1 | 97 | 95 | -17 | 96 | 91 | 94 | -6 | 3 | 96 | 10
O=C(NCCCN1CCOCC1)/C(=C/c1cccnc1)NC(=O)c1ccccc1 | -2 | 98 | 99 | -9 | 100 | 98 | 99 | 0 | 3 | 98 | 11
COC(=O)COc1ccc(S(=O)(=O)N2CCCCCC2)cc1 | 2 | 97 | 96 | -29 | 101 | 98 | 94 | -9 | 10 | 97 | 9
COc1ccc(CCC(=O)N2c3ccccc3CC2C)cc1 (configuration not stated) | -3 | 97 | 99 | 0 | 100 | 98 | 98 | 14 | -8 | 100 | 19
